High-throughput results deposited in PubChem by several laboratories.
LMP1 NFkB inh: inhibitors of Epstein-Barr LMP1-induced NF-kappaB reporter | inhibition, % at 12.5 µM | LMP1-induced NF-kappaB luciferase reporter cells, luminescence | AID 504558 | actives 0.69% (n = 350,000); in the data active = inhibition above about 41%;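 also: 0% = neutral control wells and 100% = reference inhibitor control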
iPSC survival up: increases survival of single human iPS cells; hiPSC single-cell survival, ATPlite luminescence; 100% = ROCK inhibitor wells, 0% = DMSO; survival enhancement, % at 20 µM; actives 0.044% (n = 360,000); AID 602274; in the data active = survival enhancement above about 18%;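 also: cells exposed to compounds for 16 hours before the ATP read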
Peg3 prom inh: Peg3 promoter activity inhibition. HeLa PEG-Prom luciferase reporter, luminescence, overnight. inhibition, % at 20 µM. actives 1.7% (n = 360,000);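 active = inhibition of at least 50% at 20 µM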
NR2E3 ag-1: activates human photoreceptor nuclear receptor NR2E3. Q9Y5X4. GST-NR2E3/biotin-RetCOR TR-FRET, 1536-well. inhibition of corepressor binding, % at 4.78 µM. actives 0.12% (n = 320,000). AID 2300;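 active = percent inhibition above the cutoff of mean plus 3 SD of all tested compounds, set per screening campaign, cut at about 20% in these data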;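 also: 0% = DMSO wells and 100% = biotin wells as full block of FRET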
Target sequence (Q9Y5X4 whole entry, looked up): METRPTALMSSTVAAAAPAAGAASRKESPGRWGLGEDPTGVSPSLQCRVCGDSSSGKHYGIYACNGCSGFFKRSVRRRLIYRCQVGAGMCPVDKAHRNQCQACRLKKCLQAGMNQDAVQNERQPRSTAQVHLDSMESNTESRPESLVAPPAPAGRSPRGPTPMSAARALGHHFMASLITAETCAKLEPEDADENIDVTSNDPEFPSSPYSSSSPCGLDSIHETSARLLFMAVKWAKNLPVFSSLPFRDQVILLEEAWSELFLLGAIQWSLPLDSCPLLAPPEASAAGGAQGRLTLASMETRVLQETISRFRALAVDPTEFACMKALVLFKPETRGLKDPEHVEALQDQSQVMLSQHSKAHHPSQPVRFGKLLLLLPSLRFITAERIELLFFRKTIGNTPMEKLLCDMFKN
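system = GST-tagged NR2E3 plus biotinylated RetCOR corepressor | input = 1.35 nM GST-NR2E3 | also added = 7 nM biotin-RetCOR | schedule = 5 h incubation at 4 °C | measured by = TR-FRET with europium anti-GST and streptavidin-D2, 340 nm excitation | read-out = percent loss of FRET ratio relative to control wells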
Shn3 inh set2: Schnurri-3 reporter inhibition in Clone20 osteoblasts. inhibition, % at 12.5 µM. Clone20 osteoblast Shn3 3'UTR firefly luciferase, 24 h. actives 0.52% (n = 360,000). AID 588674;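 active = mean inhibition of at least 75% with every replicate also reaching 75%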;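 also: 0% = median of neutral control wells and 100% = pilot-screen positive control compound; some compounds past the cut are filed as inactive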
CF NFkB inh: blocks PAF-induced NF-kB reporter in cystic fibrosis cells | KKLEB NF-kB-GFP reporter, GFP fluorescence overnight | inhibition, % at 5 µM | actives 0.86% (n = 360,000);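 active = at least 50% inhibition at 5 µM, scaled per plate between neutral and stimulator controls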;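 also: PAF is a Pseudomonas aeruginosa culture filtrate used as stimulus; plate controls were PAF-stimulated DMSO wells for no effect and unstimulated DMSO wells for full effect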
KKLEB cytotox: reduces viability of KKLEB cystic fibrosis airway cells; activity change (cytotoxicity), % at 5 µM; AID 602141; KKLEB CF airway cells viability, ATPlite luminescence, overnight; stronger effect = lower value; cells stimulated with P. aeruginosa culture filtrate; actives 0.36% (n = 360,000);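 active = corrected activity change at or below -50% at 5 µM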
TRPM1 prom inh: inhibitors of MITF-driven TRPM1 promoter in melanoma cells | SK-MEL-5 TRPM1 promoter luciferase, 24 h | inhibition, % at 12.5 µM | actives 0.83% (n = 330,000) | AID 488899;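 active = mean inhibition across replicates of 60% or more, whatever share of single replicates reaches that level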; also: values of inactives mirror those of a sister screen read the other way
HIF-2a block: HIF-2a inhibition; actives 0.72% (n = 360,000); inhibition, % at 18.8 µM; 786-0 RCC cells HIF-2a reporter, luciferase luminescence, overnight;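 active = inhibition of the luminescence signal of 40% or more relative to plate controls, in a single-dose primary screen at 18.75 µM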
TRAIL sens C8: caspase-8 TRAIL sensitization; inhibition (viability loss, TRAIL sensitization), % at 10 µM; NB7+C8 cells + TRAIL, ATPlite viability luminescence; AID 624354; actives 1% (n = 360,000);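 active = compounds causing at least 50% loss of cell viability in the single-dose screen, relative to plate controls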
NR2E3 ag-2: activates human NR2E3 receptor | AID 602229 | actives 0.35% (n = 360,000) | CHO-S Gal4-NCOR/VP16-NR2E3 two-hybrid, luciferase | inhibition of corepressor binding, % at 3.98 µM;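 active = inhibition above the mean of all tested compounds plus 3 SD, cut at about 70% in these data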;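 also: 0% = DMSO with NR2E3 transfected cells and 100% = cells lacking NR2E3 construct; higher means lower luciferase signal from less NR2E3 corepressor binding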
Active calls of the source: *; nt = no result given. Not all compounds are listed. The share of hits here may be higher or lower than overall.

SMILES	LMP1 NFkB inh	iPSC survival up	Peg3 prom inh	NR2E3 ag-1	Shn3 inh set2	CF NFkB inh	KKLEB cytotox	TRPM1 prom inh	HIF-2a block	TRAIL sens C8	NR2E3 ag-2
CCCCNC(=O)c1cn(CC)c2ccc(S(=O)(=O)N3CCCC3)cc2c1=O	-1	-0.3	22	-2	15	-6	10	2	9	5	-22
C[C@H](CO)N1C[C@H](C)[C@H](CN(C)C(=O)Nc2cccc(F)c2)Oc2cc(C#CC3(O)CCCC3)ccc2S1(=O)=O	3	9.0	-11	nt	-21	23	-10	nt	-12	3	4
COc1ccc(C(=O)NCC(=O)N2CC=C(c3ccccc3)CC2)cc1OC	9	-0.5	17	2	16	5	-3	5	14	-5	-9
CCn1c(NCc2cccc(OC)c2OC)nc2ccccc21	-21	0.1	-74	2	-7	0	-6	-26	-120	7	-26
O=C(NC1CC1)C1=C[C@H](C2CCCCC2)C[C@H](OCCCCO)O1	3	-1.0	-2	-2	-8	-4	-9	-7	-18	-7	6
CC(=O)Nc1ccc2c(c1)C(=O)c1cccc(C(=O)O)c1-2	-2	-2.1	-12	nt	-3	10	-4	14	32	-6	-5
CCOC(=O)C1(Cc2cccc(OC)c2)CCN(C(C)CC(C)(C)O)CC1 (configuration not stated)	3	0.0	2	0	9	31	-13	11	7	-13	-14
CCOCCCNc1ncnc2c1[nH]c1ccccc12	29	-1.0	-17	3	79	7	14	-9	-41	21	20
N/C(=N\c1nc2c(c(=O)[nH]1)CCC2)Nc1cccc(Cl)c1	3	-1.1	-28	-3	30	-6	-3	13	3	0	6
COc1ccc(NC(=O)CN(c2ccccc2F)S(=O)(=O)c2ccc(C)cc2)cc1	8	-0.3	12	3	10	-19	-3	-15	-3	-34	-29
O=C(O)COCC(=O)N1CCN(C(c2ccccc2)c2ccccc2)CC1	4	0.0	10	0	7	13	0	5	19	-8	1
CCOC(=O)c1cc(-c2ccc(C)cc2)nc2nc(SC)[nH]c(=O)c12	-2	-1.0	-2	1	-12	-19	6	-14	-16	7	19
O=C1c2ccccc2C(O)(c2ccccc2)N1CCc1ccccc1 (configuration not stated)	18	0.6	15	-2	4	5	2	-9	3	-4	-15
CCN1CCN(C(=O)/C=C/c2ccc([N+](=O)[O-])cc2)CC1	4	-1.9	4	-1	-20	7	3	1	-5	8	2
CCC(=O)NCCNc1nc2cc(C)c(C)cc2cc1C#N	-4	-3.0	-68	1	-12	-5	4	-10	-91	-7	-21
CCn1c(-c2cccnc2)n[nH]c1=S	-6	-0.8	3	0	-21	-9	4	10	5	-16	-11
CCC1CCC(c2nnc(-c3ccc([N+](=O)[O-])cc3)o2)CC1 (configuration not stated)	-7	-0.4	-20	-1	-12	5	7	-15	-44	-19	-27
CN(C(=O)CSc1nnc(-c2ccccc2F)o1)c1ccccc1	-8	0.3	-132	-3	-52	5	-13	-71	-161	9	-55
CN(Cc1ccccc1)c1nc(N)c([N+](=O)[O-])c(NCc2ccccc2)n1	72*	-2.1	38	3	10	-18	1	-3	5	-6	-26
Cc1ccc(NS(=O)(=O)c2ccc3c(c2)NC(=O)C(C)C(=O)N3)c(Br)c1 (configuration not stated)	5	2.3	-14	-1	-29	10	-10	nt	0	5	-14
COc1ccc(C)cc1N(C(=O)COc1cccc(F)c1)c1nc2ccccc2s1	-50	0.5	22	-2	-2	-26	-2	16	-13	6	-6
CC(C)N1CSC(=S)N(Cc2ccccc2)C1	31	1.7	20	0	7	3	1	30	-1	13	-1
COc1ccc(-c2csc(NC(=O)c3cccs3)c2C(=O)O)cc1OC	3	-0.5	1	-2	4	-8	0	-9	-17	-13	-9
O=C(c1ccc(Cl)cc1)c1ccc(CN2C(=O)c3ccccc3C2=O)o1	-2	1.0	2	2	-65	6	0	0	8	6	-14
Cc1ccccc1C(=O)c1cccn1CC(=O)NCCCc1ccccc1	-12	-0.3	-3	3	-10	-1	9	-4	0	-1	-21
CCOC(=O)c1ccc(NC(=O)CC2OCCN(CC)C2=O)cc1 (configuration not stated)	6	-1.6	4	2	6	5	-8	-10	4	-4	-23
CSc1nc(SCC(N)=O)c2c3c(sc2n1)CN(C)CC3	-9	6.7	22	3	8	-17	16	-13	23	-9	-22
CC(=O)c1ccc(OCc2cc(C(=O)NC3CCCCC3)no2)cc1	-24	-0.6	-225	1	-86	18	8	-95	-226	16	-146
CC1=C(C(=O)Nc2ccccn2)C(c2ccc(Cl)cc2Cl)NC(=S)N1 (configuration not stated)	-5	-1.3	-76	2	-8	11	11	7	-73	-1	17
O=C(NCc1ccncc1)c1cncc(Br)c1	-5	0.9	1	0	11	-4	0	1	5	-1	9
O=C1CSC(c2cccnc2)N1c1ccc(F)cc1 (configuration not stated)	-6	0.6	6	-1	-10	-10	10	2	11	-14	8
Cc1ccc(OCCCn2ccnc2)c(Br)c1	13	0.2	-7	3	-14	-25	-2	-3	-48	4	11
COc1ccc(C)cc1NC(=O)c1nnn(Cc2cccc(C(F)(F)F)c2)c1N	-9	-1.8	11	0	23	1	-23	5	18	-11	63
CCOC(=O)Cn1cnc2c(sc3nc(C)cc(C)c32)c1=O	-3	-0.2	-163	3	-60	10	-6	-48	-223	-2	-14
Cc1ccc(S(=O)(=O)NC(=NC(C)C)c2ccccc2)cc1	1	-0.2	-4	3	5	0	-10	9	18	-4	-32
CCOC1=C2[C@@H](CN(S(=O)(=O)c3ccc(C)cc3)[C@H]2c2cccc3ccccc23)[C@H]2C(=O)N(c3ccccc3)C(=O)[C@H]2C1	nt	-1.3	5	nt	-3	-24	4	nt	-25	13	-11
O=[N+]([O-])c1cccc(S(=O)(=O)Nc2ccc(-c3ccc(N4CCOCC4)nn3)cc2)c1	-2	0.1	-10	-1	-26	-7	-4	-11	-13	1	5
O=C(Cc1cccc2ccccc12)Nc1ccccc1Br	6	-0.7	-34	-1	5	-11	13	17	-189	-14	-16
CC1C/C(=N/N2C(=O)CSC2=S)CC(C)(C)C1 (configuration not stated)	1	0.9	-9	-2	7	-2	10	-5	-2	8	31
CCCc1cc(C(=O)Nc2ccc(C(=O)c3ccccc3)cc2)n(C)n1	5	-0.4	12	-2	37	6	-9	4	11	15	2
O=C(c1ccc(NS(=O)(=O)c2cccc3cccnc23)cc1)N1CCCCC1	9	-0.1	14	-1	33	4	1	-12	7	-4	0
Nc1nc(SCC(=O)NC2CCCCC2)n[nH]1	-11	-0.2	6	5	5	-21	0	3	11	19	28
Cc1ccc(/C=C2/SC(=S)N(CCCC(=O)Nc3cc([N+](=O)[O-])ccc3O)C2=O)cc1	5	-0.3	10	4	14	8	-12	14	65*	2	22
Cc1cccc(C(=O)NNC(=O)C2CCCCC2)c1O	8	-1.2	-38	nt	-19	-4	3	nt	-32	17	-44
CCc1sc(NC(=O)CN2CCC(C(N)=O)CC2)nc1-c1ccccc1	5	0.3	23	-3	10	14	-9	11	10	-12	16
Cc1cccc2cc(C#N)c(NCCCn3ccnc3)nc12	-4	-1.8	14	3	24	22	-8	-6	6	-22	-20
NNC(=O)CNC(c1ccccc1)c1cc(Br)ccc1N (configuration not stated)	-7	0.3	8	3	-3	7	-9	-9	27	1	11
CCc1ccccc1NC(=O)Nc1cccc(F)c1	7	-2.9	-18	3	-8	7	-2	-12	-17	-5	-12
COc1ccc(S(=O)(=O)O/N=C2\CCCc3ccccc32)cc1	-4	-2.1	5	-2	7	-18	1	-2	2	16	-28
O=C(CSc1ncccc1C(=O)O)c1ccc2ccccc2c1	-9	1.4	-103	5	-13	-11	3	-10	-34	10	-78
CN(C)c1ccc(/C=C/C(=O)c2cccnc2)cc1	2	-0.4	0	2	nt	-13	11	-4	-10	5	-8
COc1ccc(C(C)=O)cc1COC(=O)CCNS(=O)(=O)c1ccc(C)c(C)c1	-5	-0.5	16	2	0	-54	18	3	7	7	9
Cc1ccc(OCC(=O)NC2CCS(=O)(=O)C2)c([N+](=O)[O-])n1 (configuration not stated)	3	-0.3	5	0	-10	11	5	-5	9	10	-8
CN1C(=O)/C(=C\c2ccccc2OCc2ccccc2)SC1=S	3	-0.7	-1	-3	13	39	-18	2	22	-15	-14
Cc1ccccc1Nc1nc(N)nc(CSc2nc3ccccc3c(=O)n2C)n1	11	-1.4	29	-1	65	9	-12	5	20	39	88*
Cc1ccc(NS(=O)(=O)c2cc([N+](=O)[O-])ccc2N/N=C/c2sc(N3CCOCC3)nc2-c2ccccc2)c(C)c1	-74	-0.4	-7	2	-19	-4	-7	37	3	30	-43
O=C(CC(O)CCc1ccccc1)c1ccc(O)cc1 (configuration not stated)	-10	2.7	-97	nt	-11	20	-7	-48	-110	12	-57
COC(=O)Nc1nn(-c2ccc(Cl)cc2)c(=O)c(C#N)c1C	11	0.1	11	2	7	-11	10	4	16	-5	6
COCCn1c(=NC(=O)CCS(=O)(=O)c2ccccc2)sc2cc(F)ccc21	1	-0.4	9	0	5	12	-11	12	14	0	2
COc1cc(CNC2CCCCCCC2)ccc1OCC(N)=O	14	-0.7	0	-3	-8	-20	0	-4	13	-20	9

Four entries from above, arranged by the number in CF NFkB inh, lowest first:
Molecule	CF NFkB inh
COc1ccc(S(=O)(=O)O/N=C2\CCCc3ccccc32)cc1	-18
COC(=O)Nc1nn(-c2ccc(Cl)cc2)c(=O)c(C#N)c1C	-11
Cc1ccc(NS(=O)(=O)c2cc([N+](=O)[O-])ccc2N/N=C/c2sc(N3CCOCC3)nc2-c2ccccc2)c(C)c1	-4
O=C(CC(O)CCc1ccccc1)c1ccc(O)cc1 (configuration not stated)	20

The list continues.
SMILES	LMP1 NFkB inh	iPSC survival up	Peg3 prom inh	NR2E3 ag-1	Shn3 inh set2	CF NFkB inh	KKLEB cytotox	TRPM1 prom inh	HIF-2a block	TRAIL sens C8	NR2E3 ag-2
CC1CCN(C(=O)CNS(=O)(=O)c2ccc(Br)s2)CC1	-7	-0.9	2	-2	-20	8	-6	-8	-22	-22	9
Cc1ccc(N(C)S(=O)(=O)c2ccc3c(c2)CC(C)N3C(=O)C2CC2)cc1 (configuration not stated)	2	-0.5	14	-1	4	2	1	9	7	44	1
COc1cc(C2c3cc4c(cc3CC3COC(=O)N32)OCO4)cc(OC)c1OC (configuration not stated)	-3	-0.6	-26	nt	8	30	-13	17	11	20	9
Cc1cc(C(F)F)n2nc(C(=O)Nc3c(F)cc(F)cc3Br)nc2n1	2	1.1	3	-4	17	10	2	0	6	-1	-2
COCCSc1ccccc1C(=O)N1CCC(Cc2ccccc2)CC1	6	5.0	7	-3	5	21	8	7	13	-14	22
O=C(N/N=C/c1ccc[nH]1)c1cccc(Br)c1	-7	-1.1	-74	2	-24	0	2	-42	-38	23	-29
COc1cc2[nH]c(=S)n(Cc3ccccc3)c(=O)c2cc1OC	-19	0.0	8	10	8	21	-1	-4	20	7	-18
